Assay outcomes: PubChem, Fisher Drug Discovery Resource Center
mcGAS inh: cyclic GMP-AMP synthase inhibitors, mouse, primary biochemical chemiluminescence; AID 1259399, 2018; Q8C6L5; recombinant cGAS, Kinase-Glo ATP depletion luminescence; inhibition, % at 12.5 µM; actives 0.15% (n = 160,000);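 further: 0% = negative control wells and 100% = reference inhibitor with no enzyme activity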
hcGAS inh: Primary biochemical luminescence assay for human cyclic GMP-AMP synthase inhibitors; recombinant h-cGAS, ATP depletion, Kinase-Glo luminescence; inhibition, % at 12.5 µM; actives 0.081% (n = 290,000); AID 1259398, 2018;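 further: 0% = vehicle reaction and 100% = reaction without DNA for no activity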
Target sequence (Q8N884 whole entry, looked up): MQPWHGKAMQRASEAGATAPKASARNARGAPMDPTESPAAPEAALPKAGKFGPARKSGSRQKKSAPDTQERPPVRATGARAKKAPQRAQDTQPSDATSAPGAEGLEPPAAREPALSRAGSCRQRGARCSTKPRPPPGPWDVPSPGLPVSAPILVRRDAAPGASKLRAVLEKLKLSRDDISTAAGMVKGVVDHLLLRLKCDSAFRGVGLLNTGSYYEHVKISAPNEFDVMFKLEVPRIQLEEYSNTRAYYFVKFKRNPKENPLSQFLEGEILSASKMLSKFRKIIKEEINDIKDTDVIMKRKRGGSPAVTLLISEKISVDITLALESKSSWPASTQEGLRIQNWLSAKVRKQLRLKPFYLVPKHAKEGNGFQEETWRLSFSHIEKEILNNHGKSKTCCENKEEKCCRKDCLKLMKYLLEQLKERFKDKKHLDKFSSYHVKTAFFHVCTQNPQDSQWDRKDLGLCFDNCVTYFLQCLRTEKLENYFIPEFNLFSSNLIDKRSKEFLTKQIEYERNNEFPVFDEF
NPYLR7 agonist: agonists of mosquito NPYLR7 receptor, primary screen, cell-based, Aedes aegypti, calcium fluorescence, mosquito biting behavior | Aedes aegypti neuropeptide Y-like receptor 7 (NPYLR7) | HEK293T NPYLR7/Galpha15, GCaMP6s calcium fluorescence | activation, % at 10 µM | actives 0.15% (n = 270,000); in the data active means activation above about 40%;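 further: 0% = vehicle and 100% = reference agonist at the receptor; some compounds past the cut are filed as inactive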
An asterisk follows results filed as active; / = not tested or not shown; & = joins results of further samples. Unless noted, no stated cut-off is given here; in the data, active means inhibition above about 40%; inactive means the rest.

SMILES	mcGAS inh	hcGAS inh	NPYLR7 agonist
CC(=O)c1c(C)[nH]c(C(=O)Nc2cccc(-c3nnco3)c2)c1C	/	-8	1
COCCNc1nc2c(c(=O)[nH]c(=O)n2C)n1CC(=O)c1ccccc1	/	0	1
CNC(=O)Cn1c(CO)cnc1SCc1ccc(C(F)(F)F)cc1	-9	-7	6
CCn1ccc2c(CN3CCC4(CC3)CNC(=O)C4)cccc21	/	-2	13
O=C(CSC1=Nc2ccccc2CS1)c1c[nH]c(C(=O)N2CCCC2)c1	/	3	-7
CCN1CCc2nc(N)oc2CC1	-5	-7	6
Cn1c(=O)c2c(nc(CN3CCC(Cc4ccccc4)CC3)n2Cc2ccccc2F)n(C)c1=O	-8	-9	8
Cc1cc(C)nc(N2CCC(O)(CN3CCCC3)CC2)n1	/	-6	7
CCc1cc2c(=O)n(CC)c(SC3CCOC3=O)nc2s1 (stereo not drawn)	/	-1	-4
Cc1nc(-c2cccc(-n3ccnc3C3CCN(C(C)C)CC3)c2)n[nH]1	-7	-4	3
COc1cn(CC(=O)Nc2ccccc2)c(CN2CCCCC2)cc1=O	-3	-2	3
O=C(Nc1ncn[nH]1)C1(c2cccc(C(F)(F)F)c2)CC1	/	-8	16
COc1cccc(-c2cc(C(=O)NC(C)c3ccccc3)n3nc(C(C)(C)C)cc3n2)c1 (stereo not drawn)	-10	-4	3
Clc1ccc2nc(-c3cccnc3)c(NC3CCCC3)n2c1	/	-7	12
Cc1cc(C)[n+](-c2ccc(C(C)C)cc2)c2[nH]c(=O)[nH]c(=O)c12	-6	-10	2
CCOc1ccc(C(=O)Nc2cc(C)nn2-c2nc(C)c(CC)c(=O)[nH]2)cc1OCC	-6	-9	2
COc1ccc(C(=O)NN=Cc2c(O)ccc3oc4c(c23)CCCC4)cc1	-1	-1	-1
Cc1nc2c(OCc3ccc(C#N)cc3)cccn2c1N(C)Cc1cccs1	2	1	20
O=C1NC(=Nc2ccccc2)S/C1=C/c1ccc(OCc2ccc([N+](=O)[O-])cc2)cc1	-4	1	-7
COc1ccc(-c2cn3nc(SCC(=O)Nc4cc(C)cc(C)c4)ccc3n2)cc1	/	-8	6
Cc1c(C(=O)N2CCN(C(=O)Cc3ccccc3)CC2)cc(-c2ccc(Cl)cc2)n1-c1ccccc1F	-5	-3	15
O=S(=O)(c1ccccc1)N1CCCC(OCc2cc(F)cc(F)c2)C1 (stereo not drawn)	-4	-6	-3
CCCN(C(=O)c1ocnc1C)C1CCCN(Cc2ccccc2)C1 (stereo not drawn)	/	-8	3
Cc1cc(C)nc(Sc2ccc(S(C)(=O)=O)cc2[N+](=O)[O-])n1	-5	-8	2
CN1CCc2c(sc3c2C(=O)NC(c2ccc(O)cc2O)N3)C1 (stereo not drawn)	-4	-8	21
CCC1CN(C(=O)CCC2CC2)CCC(=O)N1Cc1ccccc1 (stereo not drawn)	/	-3	26
CCN(CC)C(=O)Oc1ccc2c(ccn2Cc2ccccc2OC)c1-c1cc(F)cc(F)c1	-7	-5	32
Cn1c(=O)[nH]c(=O)c2c3c(cnc21)C(=O)CC(c1cccc(Cl)c1)C3 (stereo not drawn)	-1	-6	2
CCOC(=O)Cc1cc(=O)n2[nH]c(-c3ccccc3)c(-c3ccccc3)c2n1	/	-6	-2
Cc1c(C(=O)N2CCC(C(N)=O)CC2)nnn1-c1nc(-c2ccccc2)cs1	/	-5	0
CN1CCN(/N=C2\CCCc3nc(-c4ccccc4)sc32)CC1	/	-4	0
COc1cc(C#N)cc(Cl)c1OCC(=O)NC1CCCC1	/	1	10
CCCCNC(=O)N(CC(=O)N1c2ccccc2-n2cccc2C1c1ccc(C)cc1)C(C)C (stereo not drawn)	-2	-3	9
CC(C)Nc1nc(NCc2ccccc2)c2sccc2n1	/	-6	9
CC1CCCN(C(=O)C(C)Nc2ccccc2-c2ccccc2)C1 (stereo not drawn)	-5	-6	1
Cc1c(CCO)sc[n+]1CC(=O)OCCC12CC3CC(CC(C3)C1)C2	/	-6	-3
CCc1ccc(CCn2cnc(C#N)n2)cc1	/	-9	-5
CC(=O)c1cccc(NC(=O)CC2CC3CCC2C3)c1 (stereo not drawn)	/	-1	1
Cc1ccc2nc(N(CCCn3ccnc3)C(=O)c3cccs3)sc2c1	-8	-6	-12
N#CC(=C(O)COC(=O)Cc1n[nH]c(=O)c2ccccc12)c1nc2ccccc2[nH]1	/	0	1
CCCN(Cc1ccc(C#N)cc1F)S(=O)(=O)c1ccc(F)cc1	/	-7	7
COc1ccc(CCn2c(-c3ccccc3I)nc3ccc(Cl)cc3c2=O)cc1	-6	-1	29
CC1CN(S(=O)(=O)N(Cc2ccccc2)C(C)Cc2cccs2)CC(C)O1 (stereo not drawn)	/	-5	8
OCc1ccccc1-c1nnnn1-c1ccccc1	/	-4	11
c1ccc(-n2nc(C3CC3)nc2-c2ccccc2-c2nn[nH]n2)cc1	-12	-7	14
Cc1ccc(C2(O)CCN(Cc3ccc(C#CCCO)cc3)CC2)nc1	/	1	-2
Fc1ccc(Nc2nc3ccccc3o2)c(F)c1	/	-7	-1
Cc1ccc(F)c(N2CCN(C(=O)c3ccc(Cl)cc3Cl)C(C)C2=O)c1 (stereo not drawn)	-10	-6	10
CCN1C(=O)N(CCc2ccccc2)C2(CCN(CCc3ccccc3)CC2)C1=O	-4	0	1
CCc1c(C)c(C(=O)NC(C)CC)n(Cc2ccccc2C)c1C (stereo not drawn)	-5	-3	-2
O=C(O)C12CC3CC(CC(Br)(C3)C1)C2	/	-1	-6
Clc1cc(/C=C\c2ccccc2)c(Br)s1	/	-2	-2
CC(=O)c1cccc(C(=O)N[C@H]2C[C@H]3C(=O)N(C)CC(=O)N3C2)c1	/	-5	5
CN(C)C(CNc1nn(C)c(=O)n(C)c1=O)c1ccccc1 (stereo not drawn)	/	-8	1
COc1ccccc1C1Oc2ccccc2C2CC(c3ccc4c(c3)OCCO4)=NN21 (stereo not drawn)	/	-1	4
CCOC(=O)c1[nH]c(C)c(CN(C(=O)C2CC2)C2CCCCC2)c1C	0	6	/
CC(C)CCNC(=O)C(NC(=O)C1CCC(C)CC1)C(C)C (stereo not drawn)	-6	-11	/
O=C(O)c1cc(-c2ccco2)[nH]n1	/	-7	3
CCOC(=O)c1nn(-c2ccccc2)c(=O)cc1N1CCN(c2ccccc2F)CC1	/	-2	10
CC1CCCN(C(=O)c2cn(C)c3c(=O)n(-c4ccc(Cl)cc4)c(=O)[nH]c23)C1 (stereo not drawn)	/	-8	0

Arranged by molecular weight (lowest first): some entries from above
SMILES	mcGAS inh	hcGAS inh	NPYLR7 agonist
CCc1c(C)c(C(=O)NC(C)CC)n(Cc2ccccc2C)c1C (stereo not drawn)	-5	-3	-2
CNC(=O)Cn1c(CO)cnc1SCc1ccc(C(F)(F)F)cc1	-9	-7	6
Cc1nc2c(OCc3ccc(C#N)cc3)cccn2c1N(C)Cc1cccs1	2	1	20
CCOc1ccc(C(=O)Nc2cc(C)nn2-c2nc(C)c(CC)c(=O)[nH]2)cc1OCC	-6	-9	2
O=C1NC(=Nc2ccccc2)S/C1=C/c1ccc(OCc2ccc([N+](=O)[O-])cc2)cc1	-4	1	-7
CCN(CC)C(=O)Oc1ccc2c(ccn2Cc2ccccc2OC)c1-c1cc(F)cc(F)c1	-7	-5	32

The list goes on:
SMILES	mcGAS inh	hcGAS inh	NPYLR7 agonist
CN(CC(=O)N1CCCCC1C(C#N)c1ccccc1)S(C)(=O)=O (stereo not drawn)	/	-9	1
Cc1ccc(S(=O)(=O)N2CCN(c3cc(Cl)ccc3Cl)CC2)cc1	/	-3	-1
C=CCn1cc(CN2CCCN(C(=O)OCc3ccccc3)CC2)c(C)n1	-10	-4	13
O=C(COc1ncnc2sccc12)c1ccc[nH]1	/	1	8
Cc1ccc(OCC(=O)NC(C)c2ccc(F)cc2)cn1 (stereo not drawn)	/	-13	13
CCN(CC)c1ccc(CN(C(=O)C(C)C)C2CC2)c(OS(C)(=O)=O)c1	-5	-4	16
Cc1ccc(OCc2nc(C(=O)NCCN(C)C)cs2)cc1C	-4	-4	-1
COc1ccc(C(CC(=O)O)NC(=O)CCc2ccccc2OC)cc1 (stereo not drawn)	/	-12	1
CC(C)NS(=O)(=O)c1ccc(NC(=O)CCCc2cccs2)cc1	/	-5	6
COc1ccc(/C=C2/C(=O)NC(=O)N(c3ccc(C(=O)O)cc3)C2=O)c(OC)c1	0	0	-9
CC(C)(C)c1ccc(NC(=O)NCc2nnnn2-c2cccc(F)c2)cc1	/	3	-8
COc1ccc(Cl)cc1C(=O)Nn1cnc2c(cnn2-c2ccc(C)c(C)c2)c1=O	/	-8	5
C=CCc1cc(CN2CCN3CCN(C)C(=O)C3C2)cc(OC)c1O (stereo not drawn)	-17	0	4
CCC(=O)Nc1ccc(NCc2ccc(-c3ccccc3)cc2)cc1	/	0	11
O=C(CC1Sc2ccccc2NC1=O)NCCc1ccc(OC(F)F)cc1 (stereo not drawn)	-6	-1	4
CC1(C(=O)NCCc2c[nH]c3ccccc23)CCN1CCOc1ccccc1 (stereo not drawn)	/	-11	-2
Fc1ccc(Cn2ncc3c2CN(c2nc4ccccc4s2)C3)cc1	1	0	-4
O=C(c1cn(CCc2ccccc2)nn1)N1CCC(OCc2ccccn2)CC1	/	-4	0
Cc1ccnc(NC(=O)Cc2cc(-c3cc4ccccc4o3)on2)c1	-1	4	4
CCc1nc(N(CCC(=O)Nc2cccc(F)c2)CCc2ccccc2)c2ccc(Cl)cc2n1	-4	-3	/
CCCC(=O)N1CCN(c2nccc(-c3ccc(N4CCOCC4)cc3)n2)CC1	-7	-9	-7
CN(C)C(=O)c1ccccc1-c1cccc(Cl)c1	/	-1	0
CC(=O)Nc1cncc(-c2cccc(N(C)C)c2)n1	/	-6	5
COc1cccc(CC2(CO)CCN(Cc3cnc(N4CCOCC4)s3)CC2)c1	/	8	-4
CC(C)n1cc(NC(=O)N2CCN(C(=O)C(C)(C)C)CC2)cn1	/	4&-7	-22&6
Cc1noc(C)c1CC(=O)Nc1ccc(N2CCCC2=O)c(Cl)c1	-1	-1	-2
Cn1cc(S(=O)(=O)N2CCCCC2)cc1C(=O)Nc1cnc2ccccc2c1	/	-11	7
c1cc(N2CCCC(c3nnc4n3CCCCC4)C2)nc(-n2ccnc2)c1 (stereo not drawn)	-14	-11	-2
CCCCn1c(=O)n(C)c(=O)c2ccc(-c3ccc(Cl)cc3)nc21	-14	-7	-8
CCCC(=O)C1=C(c2cccc(OC)c2)N(C(=O)CCC)n2cnnc2S1	/	-12	4
COC1CCCC1NC(=O)c1ccc(C(=O)NC2CCCC2OC)s1 (stereo not drawn)	4	3	1
CCC1c2cccn2CCN1C(=O)c1cccc(C#CC(C)(C)O)c1 (stereo not drawn)	/	-6	1
Cc1n[nH]c(C)c1CNCc1cccc(OC2CCCC2)c1	/	-5	5
Cc1cnn(C2CN(c3ccc(S(=O)(=O)C(F)(F)F)cc3)C2)c1	-18	-5	21
CCn1nnc2c(SCC(=O)NC3CCCC3)ncnc21	/	-9	0
CCc1noc(COc2c(C)nn(C)c2C)n1	/	-9	15

Single records (already shown):
CCc1noc(COc2c(C)nn(C)c2C)n1 as listed: mcGAS inh: /; hcGAS inh: -9; NPYLR7 agonist: 15
Cc1noc(C)c1CC(=O)Nc1ccc(N2CCCC2=O)c(Cl)c1 as listed: mcGAS inh: -1; hcGAS inh: -1; NPYLR7 agonist: -2
CCCC(=O)C1=C(c2cccc(OC)c2)N(C(=O)CCC)n2cnnc2S1 as listed: mcGAS inh: /; hcGAS inh: -12; NPYLR7 agonist: 4

Next section
SMILES	mcGAS inh	hcGAS inh	NPYLR7 agonist
COc1ccc(NC(=O)C(=O)N2CCCCC(N3CCCC3)C2)cn1 (stereo not drawn)	/	-11	16
Cc1cccc(OC2CN(c3nc(-c4ccccn4)nc4c3CCNC4)C2)c1	/	-9	14
Cc1cc(Br)cc(C)c1Nc1ncnc(N)c1[N+](=O)[O-]	/	-6	0
COc1ccc(-c2nnc(SCC(=O)OCc3ccccc3)n2-c2ccc(Cl)c(Cl)c2)cc1	-4	-1	0
CCCn1ccnc1CN1CC[C@@]2(O)CCCC[C@H]2C1	/	-10	-1
CCCC1COC(c2ccc(C#N)cc2)OC1 (stereo not drawn)	/	-8	-13
Cc1ccsc1-c1nccn1CCc1ccco1	/	-1	-2
CCOc1ccc(CCNc2cc(C)nn3cnnc23)cc1OCC	/	-8	-1
COCCN(CC(=O)N1CCc2sccc2C1c1ccc(Cl)cc1)C(=O)/C=C/c1ccccc1 (stereo not drawn)	-6	-14	/
CCCC1CCC(c2nc(-c3ccc(-c4ccc(F)cc4)cc3)no2)CC1 (stereo not drawn)	-5	-6	-4
CN(CC(=O)N1CCCC1)C(=O)c1ccc(=O)n(-c2ccc(F)cc2)n1	/	-11	2
CCc1nc(SCc2ncc(C(C)(C)C)o2)n[nH]1	/	-9	0
Cn1nc(C(=O)N2CC[C@@](C)(O)[C@@H](Cc3ccccc3)C2)c2ccccc21	/	1	2
c1cnc2cc(Oc3ccc4nccnc4c3)ccc2n1	/	-3	7
Nc1nccnc1C(=O)OCC(=O)c1ccc[nH]1	/	2	-2
Cc1noc(-c2ccc(Oc3ccc(CN4CCCC4)cc3F)nc2)n1	/	-6	38
CCCCS(=O)(=O)N1C[C@@H](C(=O)O)[C@H](C2CC2)C1	-5	-12	/
O=C(CCc1ccccc1)N(Cc1nccn1Cc1ccccc1C(F)(F)F)CC1CCCO1 (stereo not drawn)	-5	-5	18
O=C(NCC1CCCCC1)N[C@@H]1CCOC[C@H]1O	-7	-11	/
